# Compound activity: PubChem, National Center for Advancing Translational Sciences (NCATS)
# Gal4-VP16 FLuc = VP16 counterscreen qHTS for inhibitors of ROR gamma transcriptional activity; Potency, µM (top dose mostly 53.6 µM), for inactives: top-dose activity, negative = inhibition, hits mostly inhibitors; Drosophila S2 Gal4-VP16 UAS-luciferase, luminescence, 20 h; actives 3.5% (n = 310,000);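 further: Gal4-VP16 expression switched on by copper sulfate through the metallothionein promoter; on the % scale 0 is the no-effect control and ±100 the full control effect; nearly all actives have a fitted effect of over 50% in size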
# MBNL1-CUG inh = qHTS Assay for Inhibitors of MBNL1-poly(CUG) RNA binding; AID 2675, 2010; Potency, µM (highest dose often 57.5 µM), for inactives: top-dose activity change, negative = inhibition, most hits filed as inhibitors; actives 0.036% (n = 280,000); Muscleblind-like protein 1 (Homo sapiens), Q9NR56; TR-FRET MBNL1-His/biotin-(CUG)12 binding, 665/545 ratio; active means well fitted inhibition curve with a large enough effect in the signal ratio, with a control signal flat, not every such curve was filed as active; inconclusive means small, poorly fitted or top-dose-only effect, or effect the other way, or a change in a side signal; inactive means no such curve, though single readings can be large or run the other way; the % refers to the signal ratio; further: on the % scale 0 is the no-effect control and ±100 the full control effect
#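 Inhibition of protein-RNA binding appears as loss of TR-FRET between terbium anti-His antibody on MBNL1-His and streptavidin-XL665 on biotin-(CUG)12. Activity is normalized to buffer-only and uninhibited-complex controls.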
# p53 reactivation = qHTS assay for re-activators of p53 using a Luc reporter | H1299 p53-A138V BP100-luciferase reporter, luminescence, 24 h | Potency, µM (titrated, usually from 92.2 µM), for inactives: at the highest dose activity change, positive = activation, hits mostly activators | actives 0.063% (n = 320,000); further: % of control where 0% means no effect; nearly all actives have a fitted effect of over 45% in size
#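 H1299 (p53-null), stable ts p53-A138V + BP100-Luc; 1000 cells/well, Opti-MEM/10% FBS; cpd 4 pt, 1:5; 24 h, 37 deg C, 5% CO2; detection reagent 10 min RT; luminescence.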
# ELG1 genotoxic = qHTS screen for small molecules that induce genotoxicity in human embryonic kidney (HEK293T) cells expressing luciferase-tagged ELG1; Potency, µM (highest dose often 46 µM), inactives show at the highest dose activity change, positive = activation, usual class: activators; AID 504466, 2011; actives 1.3% (n = 330,000); HEK293T ELG1-luciferase reporter, luminescence, 16 h; further: % of control where 0% means no effect; nearly all actives have a fitted effect of over 60% in size
#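 Cells (2,000/well) expressing the ELG1-luciferase fusion are dosed by pin tool and kept 16 hr at 37 °C, 5% CO2. Signal comes from ONE-Glo luciferase reagent after 30 min at room temperature.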
# NPC1 promoter act = qHTS Assay for NPC1 Promoter Activators; AID 485313, 2010; Huh7 NPC1 promoter luciferase reporter, 24 h; Potency, µM (titrated, usually from 9.22 µM), for the others: at the top dose activation, usual class: activators; actives 2.4% (n = 320,000);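 further: % of control where 0% means no effect; nearly all actives have a fitted effect of over 60% in size; reporter is driven by a mutant NPC1 promoter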
#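 Cells: Huh7 expressing luciferase under the NPC1 promoter, 1500/well. Seeded 2 h, compound added, incubated 24 h at 37 °C. Luciferase reagent, 10 min ambient, then luminescence.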
# RORgamma inh = qHTS for inhibitors of ROR gamma transcriptional activity. Nuclear receptor ROR-gamma (Mus musculus), P51450. Drosophila S2 Gal4-RORgamma UAS-luciferase reporter, 20 h. Potency, µM (top dose mostly 53.6 µM), for inactives: at the highest dose activity change, negative = inhibition, usual class: inhibitors. actives 5.4% (n = 310,000); further: on the % scale 0 is the no-effect control and ±100 the full control effect; nearly all actives have a fitted effect of over 60% in size
# Target sequence (P51450 whole entry, looked up, the tested form may be a part): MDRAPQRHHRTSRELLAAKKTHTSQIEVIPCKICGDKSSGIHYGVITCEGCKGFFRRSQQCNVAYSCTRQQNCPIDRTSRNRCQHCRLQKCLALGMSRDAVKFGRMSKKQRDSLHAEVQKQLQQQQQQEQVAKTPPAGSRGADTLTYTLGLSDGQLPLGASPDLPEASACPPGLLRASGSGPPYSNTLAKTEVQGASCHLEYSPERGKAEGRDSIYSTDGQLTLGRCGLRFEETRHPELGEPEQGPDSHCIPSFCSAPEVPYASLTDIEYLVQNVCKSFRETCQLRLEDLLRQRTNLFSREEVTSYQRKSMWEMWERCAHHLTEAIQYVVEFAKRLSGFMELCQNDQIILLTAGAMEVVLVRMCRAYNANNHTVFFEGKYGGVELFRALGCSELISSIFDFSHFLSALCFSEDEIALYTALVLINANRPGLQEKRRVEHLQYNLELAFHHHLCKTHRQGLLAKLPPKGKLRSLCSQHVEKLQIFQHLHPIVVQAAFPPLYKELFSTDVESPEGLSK
#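 Stable Schneider cell line, Gal4 DNA-binding domain fused to ROR gamma, UAS-luciferase. Cmpd 1 hr RT → CuSO4 700 uM final → 20 hr RT → luciferase reagent 10 min → luminescence.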
# Rab9 prom act = qHTS Assay for Rab9 Promoter Activators; Huh7 Rab9 promoter-luciferase reporter, luminescence, 24 h; Potency, µM (top dose mostly 9.22 µM), inactives show top-dose activation, negative = inhibition, usual class: activators; actives 2.8% (n = 320,000); AID 485297, 2010; further: % of control where 0% means no effect; nearly all actives have a fitted effect of over 60% in size
#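 Huh7 cells stably carrying a Rab9 promoter-luciferase reporter, 1500 cells per well in OP-MEM I with 10% FBS, treated with compound 24 hours at 37C. Luciferase activity read by luminescence after 10 minutes with Amplite reagent.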
# uPA generation = qHTS for Inhibitors of Cell Surface uPA Generation. cell surface uPA generation assay, qHTS. Potency, µM (highest dose often 38.3 µM), without a hit: top-dose activity change, negative = inhibition, actives largely listed as inhibitors. actives 0.31% (n = 330,000); active means well fitted inhibition curve with a large enough effect; inconclusive means small, poorly fitted or top-dose-only effect; inactive means no such curve, though single readings can be large or run the other way; tested in mouse RAW 264.7 cells; further: on the % scale 0 is the no-effect control and ±100 the full control effect; nearly all actives have a fitted effect of over 55% in size
# BRCA1 expr act = qHTS Assay to Identify Small Molecule Activators of BRCA1 Expression. MCF7-BRCA1-FFLuc reporter, luminescence, 48 h; response scale: scaled: vehicle 0%, 10 µM genistein 100%. Potency, µM (doses to about 46.1 µM), for inactives: at the top dose activation, most hits filed as activators. actives 1.1% (n = 380,000). AID 624202, 2012; further: nearly all actives have a fitted effect of over 80% in size; some results filed as inactive show a strong effect at the top dose
#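 Cells: MCF7-BRCA1-FFLuc, 2000/well. Exposure: 48 h, 37 °C, 5% CO2. Read: luminescence, 15 min post-substrate. Controls: genistein 10 microM (maximal activation), DMSO (neutral).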
# FLuc counter = qHTS profiling assay for firefly luciferase inhibitor/activator using purifed enzyme and Km concentrations of substrates (counterscreen for miR-21 project); Luciferin 4-monooxygenase (Photinus pyralis), P08659; purified FLuc, Km substrates, luminescence inhibition; Potency, µM (top dose mostly 57.5 µM), without a hit: top-dose activity change, negative = inhibition, most hits filed as inhibitors; actives 6.9% (n = 360,000);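 further: plate controls were vehicle for no effect and reference inhibitor for full effect; nearly all actives have a fitted effect of over 55% in size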
# Target sequence (P08659 whole entry, looked up): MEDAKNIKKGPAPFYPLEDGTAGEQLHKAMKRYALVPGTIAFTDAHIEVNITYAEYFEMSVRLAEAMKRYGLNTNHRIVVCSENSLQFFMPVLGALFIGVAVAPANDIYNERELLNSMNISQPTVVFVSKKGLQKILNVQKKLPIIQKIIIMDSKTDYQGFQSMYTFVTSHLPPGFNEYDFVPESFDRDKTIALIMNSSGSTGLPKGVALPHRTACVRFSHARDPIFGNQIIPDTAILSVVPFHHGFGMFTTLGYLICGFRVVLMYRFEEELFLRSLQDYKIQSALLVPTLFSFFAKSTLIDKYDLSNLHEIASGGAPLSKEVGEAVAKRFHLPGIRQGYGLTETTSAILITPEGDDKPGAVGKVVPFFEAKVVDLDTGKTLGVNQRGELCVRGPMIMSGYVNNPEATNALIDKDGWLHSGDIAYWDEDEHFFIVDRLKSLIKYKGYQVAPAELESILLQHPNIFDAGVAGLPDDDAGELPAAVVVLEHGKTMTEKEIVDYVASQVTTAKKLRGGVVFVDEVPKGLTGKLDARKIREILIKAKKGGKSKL
#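 Purified P. pyralis luciferase, 10 nM final, with Km-level 10 uM D-luciferin and 10 uM ATP in 50 mM Tris acetate pH 7.5, 10 mM Mg acetate, 0.01% Tween-20, 0.05% BSA; 6-point qHTS titration about 60 µM downward; luminescence read.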
# * marks the source's active call; other numbers are inactive results; ? = inconclusive; nt = not tested or not shown; & = joins results of further samples; [ ] = remark or other dose. Unless noted, the call rests on the fitted dose curve; in most records, active means well fitted curve in the direction sought with a large enough effect; inconclusive means small, poorly fitted or top-dose-only effect, or another doubt; inactive means no such curve, though single readings can be large; an effect the other way counts as inactive or inconclusive. Potency means the concentration at half of the fitted maximal effect.
Structure	Gal4-VP16 FLuc	MBNL1-CUG inh	p53 reactivation	ELG1 genotoxic	NPC1 promoter act	RORgamma inh	Rab9 prom act	uPA generation	BRCA1 expr act	FLuc counter
O=C(Nc1nnc(-c2cccnc2)s1)c1cccs1	-6%	2%	11%	?	?	11%	29%	?	?	12µM*
Cn1nnnc1SCc1ccc(C(=O)Nc2nccs2)cc1	-1%	0%	19%	?	30%	34%	?	-14%	65%	15µM*
CCN(CC)c1ccc(C(=O)N/N=C/c2ccccc2OC(F)F)cc1	?	nt	3%	11%	14%	2.5µM*	16%	?	-22%	?
Cc1ccc(NC(=O)CN(C)C(=O)COC(=O)CNS(=O)(=O)c2ccc(F)c(F)c2F)cc1	nt	nt	-2%	0%	0%	nt	0%	3%	0%	0%
CCOC(=O)N1CCC(NC(=O)C(NS(=O)(=O)c2cccc3nsnc23)c2ccccc2)CC1 (stereo not drawn)	0%	?	-1%	1%	-6%	31%	-1%	6%	-5%	-12%
Cc1cccc(C)c1NC(=S)N(Cc1cccnc1)Cc1ccccc1Cl	-1%	1%	-2%	0%	0%	?	-4%	-7%	3%	-9%
O=S1(=O)N=C(Nc2nncs2)c2ccccc21	10µM*	2%	4%	-1%	-2%	?	-1%	nt	2%	19µM*
Cc1ccc(NS(=O)(=O)c2ccc3[nH]c(=O)c(=O)[nH]c3c2)cc1Cl	-5%	-3%	-1%	0%	6%	13%	3%	3%	-3%	-14%
CCCNC(=O)Cn1c(=O)oc2cc(S(=O)(=O)N3CC(C)CC(C)C3)ccc21 (stereo not drawn)	6%	-1%	-3%	0%	0%	-1%	-1%	16%	8%	2%
O=C(Nc1ccc2c(c1)OCO2)C1CCN(S(=O)(=O)c2cccs2)CC1	7%	9%	4%	10%	9%	39%	6%	2%	30%	?
COc1ccc(OC)c(CNS(=O)(=O)c2cc(CN3C(=O)c4cccnc4C3=O)ccc2OC)c1	?	?	-4%	4%	-1%	?	0%	-2%	0%	1%
CCC(=O)Nc1cc(C(=O)O)ccc1Sc1ccc(Cl)cc1	-4%	-2%	-3%	4%	-2%	1%	1%	-7%	-26%	-16%
Cc1ccsc1/C=N/Nc1ccc(C(=O)O)cc1	0.22µM*	?	-12%	?	?	1.1µM*	?	-6%	?	0.27µM*
Cc1nc2sc(-c3ccccc3)cc2c(=O)n1N	?	nt	-3%	?	0.1µM*	7.1µM*	?	?	-40%	0.67µM*
CCCN(CC(=O)Nc1ccccc1C)C(=O)C1CC(=O)N(c2ccc(C)cc2)C1 (stereo not drawn)	nt	nt	5%	-1%	-4%	nt	-1%	7%	-1%	2%
Cc1cc(C)c2c(=O)[nH]c(SCC(=O)NCc3ccccc3)nc2n1	15%	-10%	-8%	24%	-5%	-1%	2%	-19%	-2%	8%
Cc1cc2oc(=O)cc(CN3CCOCC3)c2cc1Cl	-7%	1%	-6%	2%	-4%	-29%	1%	3%	-4%	-1%
C#CCOCCOCCOCCNc1nc(N2CCN(C(=O)CCCCCCCCCCNC(=O)[C@H](CCCCN)n3cc(C)nn3)CC2)nc(N2CCN(C(=O)CCCCCCCCCCNC(=O)[C@@H]([C@H](C)O)n3cc(C)nn3)CC2)n1	nt	nt	17%	1%	1%	nt	-2%	?	-52%	0%
O=C(NCc1ccco1)C(c1ccccc1)N(Cc1cccnc1)C(=O)Cn1nnc2ccccc21 (stereo not drawn)	3%	-13%	-1%	1%	9%	19%	-4%	-7%	-21%	-5%
CC(C)c1ccc(NC(=O)COC(=O)CCC(=O)c2cccs2)cc1	-11%	0%	1%	1%	-2%	15%	-4%	-5%	2%	?
O=C(NCc1ccc2c(c1)OCO2)C1CCN(S(=O)(=O)c2ccc(F)cc2)CC1	1%	3%	-4%	-6%	1%	-3%	0%	3%	-1%	1%
CCOCCCNC(=O)c1cccs1	4%	-1%	-2%	-1%	0%	-23%	1%	13%	0%	6%
COc1ccc([N+](=O)[O-])cc1C1NN=C(c2ccccc2O)S1 (stereo not drawn)	-12%	14%	2%	4%	-3%	-45%	16%	1%	-91%	?
CC1(C)CCCC2=C1CC1C(=O)N(c3ccccc3)C(=O)C1C2 (stereo not drawn)	-1%	3%	-14%	-7%	-3%	-12%	3%	2%	-23%	14%
COC(=O)c1ccc(OC(=O)CN2C(=O)c3ccccc3C2=O)cc1	-7%	23%	6%	0%	2%	-31%	7%	24%	-3%	-4%

# The list goes on:
Structure	Gal4-VP16 FLuc	MBNL1-CUG inh	p53 reactivation	ELG1 genotoxic	NPC1 promoter act	RORgamma inh	Rab9 prom act	uPA generation	BRCA1 expr act	FLuc counter
Cc1cccc(C(=O)NCCc2ccc(S(N)(=O)=O)cc2)c1[N+](=O)[O-]	0%	nt	-6%	1%	-1%	13%	0%	0%	-16%	3%
COc1ccccc1NC(=S)N(Cc1cccs1)C1CCCC1	-1%[10 µM]	8%	0%	-5%	-1%	?	-8%	2%	-3%	-9%
Cn1ncc2c(=O)[nH]cnc21	0%	-4%	0%	0%	-2%	10%	-3%	0%	0%	3%
COc1ccc(NC(=O)CN(C)C(=O)C2CC(=O)N(Cc3ccc(C)cc3)C2)cc1 (stereo not drawn)	nt	nt	-6%	3%	-1%	nt	-5%	-3%	-20%	0%
O=C(NCCCN1CCOCC1)c1ccc(Sc2ccc(F)cc2)c([N+](=O)[O-])c1	-5%	nt	-2%	-1%	-5%	12%	10%	1%	-25%	7%
COc1cccc(C(=O)OCCN2C(=O)c3ccccc3C2=O)c1OC	0%	9%	7%	8%	2%	12%	1%	3%	2%	?
CCOc1ccc(N(C)S(=O)(=O)c2ccc3[nH]cc(C(=O)NCC4CCCO4)c(=O)c3c2)cc1 (stereo not drawn)	3%	1%	-10%	-17%	1%	9%	-1%	4%	-18%	-1%
CN(C)c1ccc(C(=O)OCc2ccc(Br)cc2)cc1	18%	-9%	9%	17%	-5%	5%	3%	1%	60%	?
O=C(NC1CC2CCC1C2)C1CCN(S(=O)(=O)c2ccc(-c3nn[nH]n3)cc2)CC1 (stereo not drawn)	-5%	-7%	4%	0%	11%	7%[10 µM]	-6%	2%	4%	0%
COc1ccccc1/C=C/C(=O)NCC(=O)N/N=C(\CCC(=O)O)c1ccccc1	-21%	0%	-1%	1%	-3%	-2%	-1%	0%	-4%	-6%
S=C(NC1CCCCC1)N1CCOCC1	13%	1%	3%	-2%	0%	7%	-2%	1%	0%	1%
COc1ccc(C)cc1NC(=O)CN(C)C1CCCCC1	3%	-4%	1%	-2%	2%	0%	2%	-3%	-3%	-2%
CCN(CC)C(=O)[C@]1(c2ccccc2)C[C@@H]1CN	-2%&-8%	1%	nt	nt	2%	12%&5%	-2%	nt	nt	-2%
CCOc1ccc(N(CC(=O)N2CCN(c3ccc(F)cc3)CC2)S(=O)(=O)c2c(C)noc2C)cc1	-11%	1%	-8%	-6%	-18%	1%	-2%	-12%	-46%	0%
O=C(Nc1cnc2ccccc2c1)c1cccnc1	-15%	9%	?	4.6µM*	3.2µM*	2%	2.2µM*	7%	69%	11µM*
CCNC(=O)CN(c1ccc(Oc2ccccc2)cc1)S(=O)(=O)c1ccccc1	-1%	-2%	13%	-15%	-2%	-4%	-8%	-9%	-58%	6%
COC(=O)C1=C(C)NC(C)=C(C(=O)OC)C1C(=O)OC(C)C(=O)c1ccccc1 (stereo not drawn)	7%	-3%	-3%&-2%	-6%&-14%	-3%&-1%	21%	-2%&0%	4%&5%	-3%&2%	-2%&1%
CCOC(=O)c1sc(C)c2c1NC(C)(c1cccs1)NC2=O (stereo not drawn)	2%[0.365 µM]	45%[activator]	-12%	2%	-1%	?	-12%	?	-43%	3%
O=C(NCc1ccccn1)C1CCCN(S(=O)(=O)c2cccc3nsnc23)C1 (stereo not drawn)	0%	?	0%	0%	0%	-10%	9%	-2%	4%	2%
CCN(CC)S(=O)(=O)c1cccc(-c2nnc(SCC(=O)NC)n2CCc2ccccc2)c1	-3%	-10%	1%	0%	-2%	33%	-8%	-2%	-13%	2%
C=CCC1(CC=C)CCCN1C(=O)CC1C(=O)NCCN1Cc1cc(OC)cc(OC)c1 (stereo not drawn)	-17%	7%	1%	-1%	0%	9%	1%	-3%	-8%	-1%
COc1ccc(-c2nc3ccccc3nc2-c2ccc(OC)cc2)cc1	-6%	37%[activator]	nt	-8%	-1%	28%	-1%	7%	-2%	0%
